# Source: PubChem (National Center for Advancing Translational Sciences (NCATS))
# EPAC2 antagonist: EPAC2 (human) antagonism. Q8WZA2. EPAC2 GEF exchange of Rap1B-BODIPY-GDP, fluorescence. Potency, µM (doses to about 114 µM), for the others: at the top dose activity, negative = inhibition, actives largely listed as inhibitors. 360,000 compounds, 0.18% hits. AID 720708; also: % is scaled to controls: 0 for no effect and ±100 for the full control effect; nearly all actives have a fitted effect of over 45% in size; many of its hits are not listed in these tables
# Target sequence (Q8WZA2 whole entry, looked up): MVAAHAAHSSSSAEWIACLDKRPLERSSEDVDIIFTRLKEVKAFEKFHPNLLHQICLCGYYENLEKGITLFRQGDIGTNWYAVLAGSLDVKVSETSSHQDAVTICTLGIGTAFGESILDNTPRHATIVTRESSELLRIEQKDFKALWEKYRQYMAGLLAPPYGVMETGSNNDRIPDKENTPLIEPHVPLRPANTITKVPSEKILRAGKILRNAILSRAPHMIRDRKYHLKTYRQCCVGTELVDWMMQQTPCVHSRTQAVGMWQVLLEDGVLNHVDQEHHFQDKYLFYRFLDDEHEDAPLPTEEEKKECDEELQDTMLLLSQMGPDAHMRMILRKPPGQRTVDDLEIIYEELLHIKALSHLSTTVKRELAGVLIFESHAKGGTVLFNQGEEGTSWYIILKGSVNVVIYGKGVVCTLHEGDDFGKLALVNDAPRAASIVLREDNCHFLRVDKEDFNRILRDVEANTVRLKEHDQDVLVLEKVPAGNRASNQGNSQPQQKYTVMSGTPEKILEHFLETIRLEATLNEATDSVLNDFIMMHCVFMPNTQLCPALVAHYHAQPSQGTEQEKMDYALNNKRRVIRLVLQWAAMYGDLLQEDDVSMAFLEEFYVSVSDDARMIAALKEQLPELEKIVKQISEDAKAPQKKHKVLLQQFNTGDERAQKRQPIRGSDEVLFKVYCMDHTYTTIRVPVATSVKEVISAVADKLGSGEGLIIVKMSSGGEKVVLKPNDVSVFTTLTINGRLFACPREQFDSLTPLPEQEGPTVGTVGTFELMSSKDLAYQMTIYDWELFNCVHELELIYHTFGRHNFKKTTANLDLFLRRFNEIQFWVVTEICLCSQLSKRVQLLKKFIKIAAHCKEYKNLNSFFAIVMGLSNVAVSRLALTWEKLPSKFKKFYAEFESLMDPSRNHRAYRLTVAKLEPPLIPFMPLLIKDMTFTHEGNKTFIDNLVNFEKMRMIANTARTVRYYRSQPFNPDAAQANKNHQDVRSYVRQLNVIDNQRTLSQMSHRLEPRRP
# Nrf2 activator: Nrf2 pathway activation; AREc32 ARE-luciferase reporter (MCF7-derived line), luminescence, 24 h; Potency, µM (highest dose often 46.1 µM), for the others: at the highest dose activation, most hits filed as activators; 410,000 compounds, 0.31% hits; AID 624171; also: % of control where 0% means no effect; nearly all actives have a fitted effect of over 65% in size
#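 Steps: seed AREc32_Fluc cells (1000/well, 5% FBS OPTI-MEM); incubate overnight at 37 deg C; add 23 nL compound; incubate 24 hr; add Steady-Glo; hold 30 min RT; read luminescence.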
# HepG2 tox: counter-screen for TGF-b inhibitors: cytotoxicity in HepG2 cells; HepG2 CAGA-GFP viability, ATP luminescence, 18 h; Potency, µM (doses to about 46.1 µM), for inactives: at the top dose activity change, negative = cytotoxicity, usual class: cytotoxic; 410,000 compounds, 0.76% hits; also: some results filed as inactive show a strong effect at the top dose
#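 HepG2 CAGA-GFP cells (1000/well, DMEM with 1% FBS) received compound, then TGF-beta at 500 pg/mL final, and were incubated 18 hours at 37 degrees C. Viability was read by CellTiter-Glo luminescence. Media-only wells were set as complete cell-killing and DMSO as no toxicity.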
# Nrf2 block: blocks Nrf2 signaling. A549 ARE-Fluc reporter, luciferase luminescence, 18-24 h. Potency, µM (top dose mostly 46 µM), inactives show top-dose activity change, negative = inhibition, most hits filed as inhibitors. 360,000 compounds, 2.1% hits. AID 504444; also: % is scaled to controls: 0 for no effect and ±100 for the full control effect; nearly all actives have a fitted effect of over 60% in size
#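 Cells were seeded and rested 2 h, then exposed to compounds for 18-24 h. CellTiter-Fluor was read first as a viability measure. BugLite was added 15 min before the final luminescent read of ARE-luciferase activity in A549 cells.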
# TGFb inhibitor: blocks TGF-b signaling; HepG2 CAGA-GFP TGF-b/SMAD3 reporter, GFP fluorescence, 18 h; TGF-beta stimulated, 500 pg/mL final; Potency, µM (titrated, usually from 46.1 µM), for inactives: at the highest dose activity, negative = inhibition, actives largely listed as inhibitors; 410,000 compounds, 1.2% hits; AID 588855; also: % is scaled to controls: 0 for no effect and ±100 for the full control effect; nearly all actives have a fitted effect of over 65% in size
#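 First, reporter cells (HEPG2 CAGA-GFP) rested 2 h at 37 degrees C. Next, compounds were pinned in and TGF-beta added to 500 pg/mL final. After 18 h, GFP was imaged per cell and summed per well.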
# MCF10A rereplic: inducers of DNA re-replication in MCF 10A breast cells. 350,000 compounds, 2.9% hits. Potency, µM (highest dose often 46.1 µM), inactives show at the highest dose activity, positive = re-replication, usual class: activators. MCF 10A DNA re-replication, Hoechst nuclear intensity, 48 h. AID 624296; also: % of control where 0% means no effect; nearly all actives have a fitted effect of over 50% in size
# S2 tox: cell viability loss in ATXN counter-screen; 400,000 compounds, 0.49% hits; Potency, µM (doses to about 56.7 µM), actives largely listed as cytotoxic; S2 cells (HEK-293 line with an ATXN2-luciferase reporter) viability, CellTiter-Fluor protease fluorescence, 24 h; also: nearly all actives have a fitted effect of over 40% in size
# ATXN2 expr inh: ATXN2 expression inhibition; HEK-293 ATXN2-luciferase reporter, luminescence, 24 h; Potency, µM (highest dose often 57 µM), without a hit: at the top dose activity change, negative = inhibition, actives largely listed as inhibitors; 360,000 compounds, 0.72% hits; also: % is scaled to controls: 0 for no effect and ±100 for the full control effect; nearly all actives have a fitted effect of over 55% in size
#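 qHTS (up to 57 uM final) was run with 24 h compound exposure of reporter cells at 37 °C. Each well was multiplexed: SteadyGlo luminescence measured ATXN2-luciferase expression after a fluorogenic Gly-Phe-AFC viability readout (25 uM final).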
# A549 tox: A549 cytotoxicity, counter-screen for Nrf2 inhibitors; A549 ARE-Fluc cells, CellTiter-Fluor viability, 18-24 h; Potency, µM (top dose mostly 46 µM), without a hit: top-dose activity change, negative = cytotoxicity, usual class: inhibitors; 390,000 compounds, 0.16% hits; also: % is scaled to controls: 0 for no effect and ±100 for the full control effect
#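 A549 ARE_Fluc cells in 5% FBS OPTI-MEM were exposed to compounds in concentration-response for 18-24 h at 37 deg C. Viability was read by CellTiter-Fluor fluorescence (Ex 405/Em 525) after 30 min, before the luciferase read.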
# * marks the source's active call; other numbers are inactive results; i = inactive; ? = inconclusive; . = not tested or not shown; & = joins results of further samples; [ ] = dose if it differs, or a comment. Calls follow the shape of the dose curve; as a rule, active = well fitted curve in the direction sought with a large enough effect; inconclusive = small, poorly fitted or top-dose-only effect, or another doubt; inactive = no such curve, though single readings can be large; an effect the other way counts as inactive or inconclusive. Potency is read from the fitted curve at half-maximal effect.
# The line under a structure holds: EPAC2 antagonist	Nrf2 activator	HepG2 tox	Nrf2 block	TGFb inhibitor	MCF10A rereplic	S2 tox	ATXN2 expr inh	A549 tox
O=[N+]([O-])c1ccc(Oc2c(F)c(F)nc(N3CCCC3)c2F)cc1
  2%	-1.5%	-10%	13%	-3%	1%	i	-14%	9%
CC(C)(C)NC(=O)NC(=O)CSc1n[nH]c(-c2ccccc2Br)n1
  -1%	0.3%	7%	1%	10%	?	i	-3%	-2%
CCCCNS(=O)(=O)c1ccc(NC(=O)C2c3ccccc3Oc3ccccc32)cc1
  7%	0.5%	10µM*	?	?	?	i	-31%	-10%
CC(C)c1cc(C(=O)OCC(=O)NC2CCS(=O)(=O)C2)c(O)c(C(C)C)c1 (stereo not drawn)
  -5%	-0.9%	-10%	.	-10%	.	i	.	.
Clc1cccc2sc(N3CCCC3)nc12
  -3%	2.6%	4%	?	0%	1%	i	31%	2%
COc1cc(C)nc(NC(=O)NC(=O)c2ccc(C(F)(F)F)cc2)n1
  -6%	1.2%	-1%	-29%	9%	0%	i	-11%	-3%
COc1ccc(-c2nc3ccc(Br)cn3c2Cc2cccc(Cl)c2)cc1OC
  ?	5.2%	4%	.	13µM*	.	?	-29%	.
Fc1ccc(-c2nnsc2Sc2ccccn2)cc1
  12%	3.2%[9.22 µM]	-6%	-3%	1%	-14%	i	-23%	12%
CCCCn1c(SCC(=O)Nc2nccs2)nc2ccccc2c1=O
  -1%	0.1%	-12%	-10%	15%	?	i	-15%	-4%
COc1ccc2nc(-n3c(O)c(C4=c5ccccc5=NC4=O)[nH]c3=S)sc2c1
  -20%	?	-24%	23%	-16%	4%	i	-4%	-22%
COc1ccc(NC(=O)C2(c3ccc(NC(=O)c4ccc(OC)cc4)cc3)CCCC2)cc1
  15%	-0.4%	1%	-5%	-1%	-5%	i	0%	-2%
O=C(NC(c1ccccc1)c1ccc2ccccc2n1)C1CCN(Cc2ccc(Oc3ccccc3)cc2)CC1 (stereo not drawn)
  -1%	0.6%	-16%	.	?	.	?	-26%	.
CC1CCCCN1C(=O)COC(=O)Cc1c[nH]c2ccccc12 (stereo not drawn)
  -7%	-0.1%	-46%	0%	-12%	13%	i	-4%	2%
O=C(CC1NCCc2ccccc21)Nc1ccccc1 (stereo not drawn)
  11%	3.1%	0%	?	4%	-3%	i	26%	-10%
COC(=O)c1sccc1Oc1ccc(F)cc1[N+](=O)[O-]
  -6%	-0.2%	4%	-5%	-4%	?	i	-6%	1%
CS(=O)(=O)c1cnc(-c2ccccc2)nc1Oc1ccc(Cl)cc1
  4%	-1.1%	-15%	-11%	5%	28%	i	-24%	-7%
Cc1ccc(CNc2ccc(O)cc2)cc1
  ?	19%	-103%	?	10µM*	?	i	7%	-21%
Cn1c(-c2ccc(C(F)(F)F)cc2)cc2onc(-c3ccccc3)c2c1=O
  -2%	3.8%	-4%	?	-27%	?	i	68%[activator]	-4%
O=C1CC(NNC(=O)c2cccc(F)c2)C(=O)N1 (stereo not drawn)
  0%	3.8%	-15%	7%	7%	1%	i	.	-5%
CCOC(=O)C1CCN(S(=O)(=O)c2ccc3c(ccn3C)c2)CC1
  -9%	-0.2%	4%	-3%	-2%	8%	i	-19%	3%
CCN(CC(=O)Nc1ccc2c(c1)OCCO2)c1ccc(S(=O)(=O)N2CCOCC2)cn1
  10%	-0.2%	-2%	?	-6%	9%	i	13%	0%
CCc1cccc(NC(=O)CN(c2ccc(C)cc2)S(=O)(=O)c2c(C)noc2C)c1
  -28%	0.9%	-38%	-3%	?	12µM*	i	.	-1%
CCC(=O)NC(=S)Nc1ccc(NC(=O)c2cccc([N+](=O)[O-])c2C)cc1
  10%	-0.2%	6%	-11%	0%	-1%	i	-7%	2%
CN1CCN(c2ccc([N+](=O)[O-])cc2NC(=O)c2cccs2)CC1
  17%	0.9%	27%	4%	-2%	9%	i	9%	2%
Cn1ncc(Br)c1C(=O)NCc1cccs1
  10%	-0.3%	-7%	?	12%	-3%	i	-3%	-5%
OCC1(CCOc2ccccc2)CCN(Cc2ccncc2)CC1
  -7%	0.3%	-18%	-14%	-9%	?	i	.	4%
O=C(COc1ccccc1Br)NCCc1nc2ccccc2[nH]1
  -3%	-0.1%	-12%	?	-19%	-5%	?	7%	4%&1%
CCOc1ccc(NC(=O)CC2Nc3cccc4cccc(c34)NC2=O)cc1 (stereo not drawn)
  .	7.6%	-17%	-5%	?	.	i	-16%	-15%
CCC(C)N(C(=O)c1csnn1)C(C(=O)NCc1ccc(F)cc1)c1ccccc1 (stereo not drawn)
  1%	0.2%	10%	16%	19%	-9%	i	1%	4%
CS(=O)(=O)N1CCCC(C(=O)c2cccc(Cl)c2)C1 (stereo not drawn)
  -13%	-0.2%	3%	-10%	16%	0%	i	-16%	3%
Cc1ccc(CNC(=O)C2CCCCN2S(=O)(=O)c2ccc(F)cc2)cc1 (stereo not drawn)
  .	0.1%	-27%	-23%	-11%	.	?	-31%	5%
CC(=O)C1=C(O)C(=O)N(c2ccc(Br)cc2)C1c1ccccc1[N+](=O)[O-] (stereo not drawn)
  ?	-0.2%	35%	-1%	5%	?	i	-35%	1%
COC(=O)C1=NNC(C(=O)OC)C1c1ccccc1 (stereo not drawn)
  11%	0.2%	4%	4%	9%	1%	i	7%	-1%
Cc1ccc(C(=O)Oc2coc(CSc3nnc(NC(=O)C4CC4)s3)cc2=O)cc1
  3%	-1.7%	-4%	21µM*	?	?	i	6%	-4%
Cc1ccc(C2=CC(c3ccccc3C)n3c(nc4ccccc43)N2)cc1 (stereo not drawn)
  .	7.8%	-35%	.	?	.	i	-8%	2%
CCOC(=O)c1[nH]c(C)c(CCC(=O)NCc2ccc(OC(C)C)cc2)c1C
  .	3.6%	-10%	.	-4%	.	i	-10%	-6%
COc1ccc(C(c2nnnn2CC2CCCO2)N2CCC(C(N)=O)CC2)cc1 (stereo not drawn)
  15%	-0.4%	0%	-4%	0%	-10%	i	3%	2%
C/C(CC(=O)Nc1cc(Cl)ccc1Cl)=N\NC(=O)COc1cccc(C)c1
  -5%	5.0%	-7%	3%	-17%	3%	i	-7%	2%
Cn1cncc1C#Cc1ccc2cc(CCO)oc(=O)c2c1
  1%	4.2%	3%	-13%	-11%	-7%	i	19%	-2%
CCOc1ccc(N2CC(NC(=O)c3cc4ccccc4o3)CC2=O)cc1 (stereo not drawn)
  .	2.8%	6%	.	25%	.	.	.	1%
NC(=O)c1cccc(Nc2nc(C(N)CCc3ccccc3)cs2)n1 (stereo not drawn)
  15%	6.2%	-38%	.	5%	.	i	-9%	.
O=C(C1CCN(C2CCN(CC3CC=CCC3)CC2)CC1)N1CCOCC1 (stereo not drawn)
  13%	0.4%	0%	-17%	-5%	-1%	i	.	-1%
COc1cccc(CNC(=O)N2CCN(c3ccccc3)CC2)c1
  2%	-0.4%	-13%	-21%	-21%	-2%	i	0%	0%
COc1ccc2c(CN3CCCC3)cc(=O)oc2c1
  0%	4.6%	2%	.	-1%	.	i	29%	.
Cc1ccc(-c2nc3cc(C(C)C)ccc3o2)cc1NC(=O)c1cccs1
  .	14%	-29%	?	-3%	.	?	36%[activator]	1%
O=C(C1=C[C@H](c2ccc3c(c2)OCO3)C[C@H](OCCCCO)O1)N1CCN(Cc2ccccc2)CC1
  -13%	4.1%	-21%	16%	-38%	-1%	i	-13%	4%
O=C(/C=C/c1c(F)cccc1Cl)Nc1ccncc1
  1%	?	-2%	?	?	?	i	0%	-3%
Cc1nn(Cc2ccc(Cl)c(Cl)c2)c(C)c1NC(=O)c1cc(C2CC2)on1
  -22%	3.1%	-9%	?	?	16%	?	?	-5%
Cc1cccc(N2CCN(CCCNC(=O)c3ccc(NC(=O)C4=CSCCO4)cc3)CC2C)c1 (stereo not drawn)
  -9%	4.9%	-18%	-13%	-7%	?	?	?	-11%
COc1ccc(OCCn2c(=O)sc3ccccc32)cc1
  ?	6.2%	-12%	?	7%	4%	i	13%	9%
Cc1cccc(NC(=O)c2nc[nH]c2C(=O)N[C@@H](CC(C)C)C(=O)OC(C)(C)C)c1
  -7%	-3.1%	-66%	?	?	?	?	-25%	?
COc1ccccc1OCc1ccc(C(=O)Nc2cc(OC)c(OC)c(OC)c2)o1
  -9%	4.4%	-12%	-10%	-5%	?	i	-13%	0%
CCOC(=O)c1cnn(-c2ccccc2)c1NC(=O)CN1CCCCC1
  -4%	4.1%	16%	-8%	-1%	2%	i	-9%	-1%
COC(=O)C(Cc1ccccc1)NS(=O)(=O)c1ccc(F)cc1Br (stereo not drawn)
  16%	0.1%	6%&-12%&-1%	19%&-19%&1%	?	-1%	i	1%	-1%&6%&2%
O=C(O)CC1(CC(=O)Nc2ccc(F)c(Cl)c2)CCCCC1
  1%	0.4%	-141%	-28%	-17%	-11%	i	-17%	1%

# Full records as entered above. Screens in order: EPAC2 antagonist	Nrf2 activator	HepG2 tox	Nrf2 block	TGFb inhibitor	MCF10A rereplic	S2 tox	ATXN2 expr inh	A549 tox
# Cc1ccc(-c2nc3cc(C(C)C)ccc3o2)cc1NC(=O)c1cccs1 as listed: .	14%	-29%	?	-3%	.	?	36%[activator]	1%
# COC(=O)C1=NNC(C(=O)OC)C1c1ccccc1 (stereo not drawn) as listed: 11%	0.2%	4%	4%	9%	1%	i	7%	-1%
# O=C1CC(NNC(=O)c2cccc(F)c2)C(=O)N1 (stereo not drawn) as listed: 0%	3.8%	-15%	7%	7%	1%	i	.	-5%
# CS(=O)(=O)N1CCCC(C(=O)c2cccc(Cl)c2)C1 (stereo not drawn) as listed: -13%	-0.2%	3%	-10%	16%	0%	i	-16%	3%

# A portion of the library; rates above refer to the full screens.
